UGM FP inh = M. tuberculosis UGM enzyme inhibitors, primary screen, biochemical, fluorescence polarization, single point; inhibition, % at 10 µM; AID 504406, 2011; UDP-galactopyranose mutase (Mycobacterium tuberculosis (strain ATCC 25618 / H37Rv)), …; purified UGM, fluorescence polarization probe displacement; hit rate 0.06% among 320,000; in the data active = inhibition above about 10%, passing the limit was not always enough; inconclusive = no clear call, values can overlap the other calls
Target sequence (P9WIQ1 whole entry, looked up): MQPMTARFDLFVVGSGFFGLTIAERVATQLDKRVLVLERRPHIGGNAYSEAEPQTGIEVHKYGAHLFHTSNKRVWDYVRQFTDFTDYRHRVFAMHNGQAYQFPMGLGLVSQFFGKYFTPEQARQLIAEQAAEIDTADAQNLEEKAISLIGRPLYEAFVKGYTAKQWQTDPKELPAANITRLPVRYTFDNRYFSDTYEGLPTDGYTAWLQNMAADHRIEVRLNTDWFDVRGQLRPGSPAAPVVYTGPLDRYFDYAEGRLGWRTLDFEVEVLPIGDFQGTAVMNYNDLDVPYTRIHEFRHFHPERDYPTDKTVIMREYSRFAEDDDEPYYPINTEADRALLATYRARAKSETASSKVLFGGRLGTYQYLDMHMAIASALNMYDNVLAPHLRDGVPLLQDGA
CCHFV vOTU inh = CCHFV vOTU protease inhibitors, primary screen, biochemical, Pep-AMC substrate, fluorescence; Crimean-Congo hemorrhagic fever virus L polyprotein viral ovarian tumor (vOTU) protease …; inhibition, % at 11.5 µM; hit rate 0.55% among 370,000; note: 0% = vehicle wells with enzyme and 100% = no enzyme wells
BioA inh = M. tuberculosis BioA enzyme inhibitors, primary screen, biochemical, plate reader, single point, HTS | AID 602481, 2012 | inhibition, % at 9.99 µM | purified M. tuberculosis BioA enzyme | hit rate 0.096% among 360,000; in the data active = inhibition above about 40%; inconclusive = no clear call, values can overlap the other calls
Mtb FBA inh = Mtb FBA enzyme inhibitors, primary screen, biochemical, fluorescence, strain H37Rv; inhibition, % at 1 µM; hit rate 2.3% among 360,000; purified M. tuberculosis FBA, fluorescence read-out; Fructose-bisphosphate aldolase (Mycobacterium tuberculosis (strain ATCC 25618 / H37Rv)), …; in the data active = inhibition above about 27%;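 note: 0% = vehicle and 100% = reference inhibitor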
Target sequence (P9WQA3 whole entry, looked up): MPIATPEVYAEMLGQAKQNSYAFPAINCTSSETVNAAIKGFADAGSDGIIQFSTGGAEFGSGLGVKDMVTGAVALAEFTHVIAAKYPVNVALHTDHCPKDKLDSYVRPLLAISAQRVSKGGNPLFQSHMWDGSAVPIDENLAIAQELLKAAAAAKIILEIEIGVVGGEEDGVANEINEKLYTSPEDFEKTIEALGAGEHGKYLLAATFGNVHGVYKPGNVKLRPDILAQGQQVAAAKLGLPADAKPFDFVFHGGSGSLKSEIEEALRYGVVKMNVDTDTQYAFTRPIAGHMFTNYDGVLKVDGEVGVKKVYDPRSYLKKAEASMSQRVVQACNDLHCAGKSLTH
BoNT-A LC inh2 = BoNT/A light chain protease inhibitors, primary screen, biochemical, flow cytometry, MLPCN library; Botulinum neurotoxin type A light chain protease (Clostridium botulinum A str. ATCC 3502); multiplex microsphere protease substrate cleavage; inhibition, % at 10 µM; hit rate 0.17% among 360,000; AID 588499, 2011; in the data active = inhibition above about 30%; inconclusive = no clear call, values can overlap the other calls; note: plate controls were buffer without enzyme for full effect and enzyme alone for no effect
GDH-TPI counter = GDH-TPI coupling enzyme inhibitors, primary screen, artefact control for M. tuberculosis FBA inhibitor project, biochemical, absorbance, full deck. GDH-TPI coupled enzyme counterscreen, NADH absorbance. inhibition, % at 4.8 µM. hit rate 1.2% among 360,000. AID 588335, 2011;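 note: 0% = DMSO wells and 100% = wells lacking the enzyme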
FadD28 binding = inhibitors of FadD28 bisubstrate probe binding, primary screen, biochemical, fluorescence polarization, single point. hit rate 0.22% among 360,000. inhibition, % at 12.5 µM; in the data active = inhibition above about 8.5%, passing the limit was not always enough; inconclusive = no clear call, values can overlap the other calls
BoNT F protease = BoNT/F light chain protease inhibitors, primary screen, biochemical, flow cytometry, MLPCN library; Botulinum neurotoxin type F light chain protease (Clostridium botulinum); inhibition, % at 10 µM; Multiplex microsphere protease cleavage assay; AID 588497, 2011; hit rate 0.22% among 360,000; in the data active = inhibition above about 35%, passing the limit was not always enough; inconclusive = no clear call, values can overlap the other calls; note: plate controls were buffer without enzyme for full effect and enzyme alone for no effect
PrPC surface inh = inhibitors of human cell surface prion protein PrPC, primary screen, cell-based, TR-FRET | inhibition, % at 13.8 µM | Major prion protein (Homo sapiens), P04156 | TR-FRET read-out | hit rate 0.43% among 370,000; in the data active = inhibition above about 24%; note: 0% = median of the test wells and 100% = reference compound wells
* hit, by the source's call; ? = inconclusive; . = no result given. Cut-off read from the data, not from the text of the source, unless noted: active = inhibition above about 30%; inactive = the rest.

SMILES	UGM FP inh	CCHFV vOTU inh	BioA inh	Mtb FBA inh	BoNT-A LC inh2	GDH-TPI counter	FadD28 binding	BoNT F protease	PrPC surface inh
C/C(=N\NC(N)=S)C1(C)CC2(CC(C)(C)OC2=O)C(=O)O1 (configuration not stated)	-1.9	-20	0.4	-1	0.0	1	0.7	1	2
Cc1ccc(S(=O)(=O)Oc2ccc3ccc(O)cc3c2)cc1	0.7	-4	0.7	0	2.7	-1	-5.6	?	-7
CCOC(=O)C(NC(=O)Nc1ccc(F)cc1F)(Oc1ccccc1)C(F)(F)F (configuration not stated)	-0.6	-10	.	-2	0.5	-12	-3.8	3	-4
O=C(NC1CCN(Cc2ccccc2)CC1)c1ccc(Cn2c(=S)[nH]c3ccc(N4CCOCC4)cc3c2=O)cc1	2.2	-21	0.2	7	2.6	20	-2.9	-3	-2
CCN(CC(=O)Nc1cc(Cl)ccc1C)C(=O)c1ccc2c(c1)NC(=O)C(C)S2 (configuration not stated)	0.8	1	1.3	-2	-4.0	-9	-0.6	-5	7
O=C(NCCOC(=O)c1ccc(F)cc1)c1ccc(F)cc1	3.7	-3	-1.7	-2	-5.8	-3	-3.0	-27	7
CC1(C)CC2(CCO1)OC(=O)CC2C(=O)NCc1ccccc1 (configuration not stated)	2.1	4	.	0	1.2	2	-2.3	4	6
O=C(O)CN1C(=O)C(=O)N(Cc2cccc(F)c2)C1=O	1.1	1	-2.3	0	1.6	3	.	?	-1
CCOCCCNC(=O)C(NC(=O)C1CCC(=O)N1)c1ccc(C)cc1 (configuration not stated)	1.5	-2	-0.6	3	0.0	7	0.6	-1	7
CC(C)CNS(=O)(=O)c1cc(C(=O)OCC(=O)N2CCOCC2)c(Cl)cc1Cl	-0.3	15	-0.3	-2	-1.2	-3	-2.2	0	5
O=c1cc(-c2ccc(C(F)(F)F)cc2)oc2ccccc12	-1.0	7	-0.2	0	0.6	3	-2.5	0	-1
Oc1c(C(c2ccccc2Cl)N2CCCC2)ccc2cccnc12 (configuration not stated)	2.8	7	.	-3	-2.5	-3	-3.0	-6	9
N#C/C(=C/c1ccc(CNS(=O)(=O)c2ccccc2)o1)C(N)=O	0.4	-13	6.3	-1	-0.2	37*	0.7	3	-19
O=S(=O)(c1ccc(Cl)cc1Cl)n1ccc2cccnc21	2.0	-5	-1.0	3	-0.2	-1	-2.1	-4	-2
O=C(Nc1cnn(Cc2ccc(Cl)cc2Cl)c1)c1noc2c1CCCC2	2.1	8	0.2	-2	0.0	6	-6.3	-8	3
COCCCN1C(=O)C(CC(=O)NC2CC2)CC(C(=O)N(C(C)C)C(C)C)=C1C (configuration not stated)	.	1	2.0	5	-0.1	.	-1.6	-4	11
COC(=O)c1ccc(NC(=O)c2sc3nc(-c4ccccc4)cn3c2C)cc1	1.3	-6	-0.4	-2	-1.4	-8	-4.3	-1	2
Cc1ccn2c(=O)c(C(=O)NCCCN3CCCC3=O)c(O)nc2c1	0.9	-15	0.9	19	-0.3	8	1.1	1	-4
Cc1ccccc1C(=O)NC(=S)NCCC1=CCCCC1	-3.9	5	.	2	-0.7	6	-1.2	-3	-3
CCCCCC1C(=O)C[C@@H]2CCN3C(=O)CCC[C@H]1[C@H]23 (some centres not stated)	.	-3	0.2	2	-0.4	-4	0.3	-3	2
Cc1ccc(Cl)cc1-c1cc(C(=O)Nc2ccc(F)cc2)[nH]n1	.	0	-2.1	-2	-0.6	-2	-15	-8	10
Cn1c(SCC2CCCO2)nnc1-c1ccc([N+](=O)[O-])cc1 (configuration not stated)	-4.5	11	.	-3	1.0	-1	-1.7	-1	-55
CCCCOc1ccc(C2C(C(=O)c3cccs3)=C(O)C(=O)N2CCN2CCOCC2)cc1 (configuration not stated)	0.7	14	1.3	-1	-4.5	8	-2.7	-9	-10
CCOP(=O)(OCC)C(NC(=O)Nc1c(C)cc(C)cc1C)c1ccccc1 (configuration not stated)	-0.5	16	-1.0	0	-0.2	4	-2.5	-2	6
COC(=O)C1=C(C)NC(=O)/C1=C\c1cc(C)n(-c2ccccc2F)c1C	1.0	-1	.	-5	-1.5	6	-2.0	-7	-9
Cc1cc(/C=N/n2cnnc2)c(C)n1-c1ccc2ncccc2c1	2.4	5	29	2	-1.8	15	-1.9	-1	0
Cc1ccc(NC(=O)c2noc3c2CCC3)cc1C	.	-1	.	0	-0.8	6	-2.7	-11	-5
O=[N+]([O-])c1ccc(C2[C@H]3C(c4ccccc4)=NC4(CCCCC4)N23)cc1 (some centres not stated)	-1.0	-8	.	-4	-0.4	8	-0.9	-4	0
C(=NN=C1c2ccccc2-c2ccccc21)c1c[nH]c2ccccc12	.	17	.	-8	0.2	3	-4.6	-11	-5
CNCC(O)c1cccc(OC(=O)c2ccccc2C)c1 (configuration not stated)	-1.4	-5	0.6	2	1.0	8	-3.3	-36	3
Cc1cccc(Cn2c(C(C)(C)C)cc3cccnc32)c1	-2.0	-3	1.2	5	-0.6	1	-0.6	10	-4
Cc1ccccc1-n1nc(CSc2nc3ccccc3[nH]2)c(-c2ccccc2)c1N	-1.3	-13	.	0	-0.8	-8	-5.3	-1	11
C(=N\Nc1ccccc1)/c1ccc(N2CCOCC2)cc1	0.1	10	-1.5	4	-1.0	27	-2.7	-25	7
O=[N+]([O-])c1cc(C(F)(F)F)ccc1NCCc1c[nH]c2ccc(O)cc12	1.0	23	-0.8	-7	-1.2	9	12*	-8	-10
COc1cc(NC(=O)C2CCN(S(=O)(=O)c3cccs3)CC2)c(C(=O)O)cc1OC	.	-5	0.2	0	-0.2	11	-0.3	4	-1
NC(=O)[C@@H]1CCCN1C(=O)c1ccc2nc(Cc3cccc(Cl)c3)oc2c1	-0.6	14	-0.9	-2	-0.6	-2	-3.6	1	-6
CCOc1cccc(CNCCO)c1OCc1ccc(Cl)cc1	0.3	11	-0.1	3	0.3	-1	-3.2	-8	-1
Nc1nnnn1/N=C/c1cc(Br)ccc1O	4.1	-3	-0.7	-2	-1.7	32*	-2.8	?	-6
Cc1c(-c2ccccc2)[n+](=O)c(-c2ccc(Br)cc2)c(C)n1[O-]	0.4	-1	-0.2	-3	-2.3	-6	-4.6	?	-1
CSc1ccccc1C(=O)Nc1c(C)cccc1C	3.7	7	-6.2	1	0.6	4	0.5	-2	0
CCOc1ccc(C(=O)Nc2ccc(-c3cc4ccccc4oc3=O)c(C)c2)cc1[N+](=O)[O-]	-1.8	14	.	2	-0.9	15	-1.0	2	8
CC1CCN(C(=S)Nc2ccc3nc4n(c(=O)c3c2)CCCCC4)CC1	-1.6	-16	.	5	0.3	6	-0.5	-5	7
CC(Sc1nnc(C(F)(F)F)n1C)C(=O)NC(N)=O (configuration not stated)	-3.3	13	0.6	1	-2.2	7	-4.5	-12	5
CCCC(=O)N1CCN(Cc2ccc3c(c2)OCO3)CC1	-3.2	-7	1.5	4	-0.2	6	-1.7	-6	-2
Cc1nc(C)c(-c2nnc(-c3ccc(C(C)(C)C)cc3)o2)cc1C(=O)NN	-1.1	20	.	-1	0.3	7	0.3	-4	16
O/N=C(\c1ccc(Cl)cc1)c1ncc(C(F)(F)F)cc1Cl	-1.4	4	1.3	-3	0.7	4	1.1	0	0
NC(=O)C1C2CCC(C2)C1C(N)=O (configuration not stated)	.	9	-0.2	2	-0.1	8	0.5	2	4
N#Cc1ccsc1NC(=O)CN1CCN(S(=O)(=O)c2ccccc2C(F)(F)F)CC1	2.6	5	.	2	-0.8	-4	-7.9	-4	-3
Cc1ccc(C2(C)NC(=O)N(CC(=O)N3CC(=O)Nc4ccccc43)C2=O)cc1 (configuration not stated)	1.2	8	-0.2	4	0.2	7	-2.3	-4	1
CC1CC(NC(=O)C2C3CCC(O3)C2C(=O)O)CC(C)(C)C1 (configuration not stated)	1.0	-11	.	1	-1.4	6	-0.6	-1	7
Next part.
SMILES	UGM FP inh	CCHFV vOTU inh	BioA inh	Mtb FBA inh	BoNT-A LC inh2	GDH-TPI counter	FadD28 binding	BoNT F protease	PrPC surface inh
Cc1ccc(-n2nnnc2Sc2ccc(S(=O)(=O)NCCN(C)C)cc2[N+](=O)[O-])cc1	-0.1	7	12	-1	0.6	6	-2.0	2	-20
Nc1cccc(OCCCCCOc2cccc(N)c2)c1	.	-7	-0.1	-1	-0.1	2	1.1	-10	8
Cc1cc(-c2nnc(SCC(=O)Nc3ccccc3F)n2N)n[nH]1	-0.2	-1	-1.1	0	0.7	-5	-0.2	3	-6
CS(=O)(=O)N(CC(=O)N1CCN(Cc2ccc3c(c2)OCO3)CC1)Cc1ccc(Cl)cc1	-3.7	2	1.3	1	-5.3	1	-0.4	-46	-2
Cn1c(=O)c2c(nc(Oc3ccccc3N)n2C)n(C)c1=O	0.3	-2	-0.8	1	-3.8	2	-2.7	?	3
CC(=O)c1cccc(NC(=O)c2ccncc2)c1	-1.5	-1	2.4	-2	-0.2	0	-5.3	-9	5
CCC(CC)NC(=O)Nc1ccc(F)c(Cl)c1	-1.7	6	.	-1	1.0	7	-2.1	3	4
COc1ccc(C(=O)NCC2CCCO2)cc1OC (configuration not stated)	1.0	0	.	-2	0.4	3	-1.2	0	3
Cc1cc(C)c2cc(C(=O)Nc3ccccc3)[nH]c2c1	0.2	6	-0.8	2	-0.5	16	-0.9	-12	11
C[C@@H]1COC(=O)[C@H](CC(=O)OC(C)(C)C)C/C=C\C[C@H](CC(=O)NCCO)C(=O)N1	0.4	-7	-0.6	-1	-0.9	3	-0.6	-8	-2

A draw from above in order of molar mass, lowest first:
SMILES	UGM FP inh	CCHFV vOTU inh	BioA inh	Mtb FBA inh	BoNT-A LC inh2	GDH-TPI counter	FadD28 binding	BoNT F protease	PrPC surface inh
CCC(CC)NC(=O)Nc1ccc(F)c(Cl)c1	-1.7	6	.	-1	1.0	7	-2.1	3	4
Cc1cc(C)c2cc(C(=O)Nc3ccccc3)[nH]c2c1	0.2	6	-0.8	2	-0.5	16	-0.9	-12	11
Cc1cc(-c2nnc(SCC(=O)Nc3ccccc3F)n2N)n[nH]1	-0.2	-1	-1.1	0	0.7	-5	-0.2	3	-6
C[C@@H]1COC(=O)[C@H](CC(=O)OC(C)(C)C)C/C=C\C[C@H](CC(=O)NCCO)C(=O)N1	0.4	-7	-0.6	-1	-0.9	3	-0.6	-8	-2
Cc1ccc(-n2nnnc2Sc2ccc(S(=O)(=O)NCCN(C)C)cc2[N+](=O)[O-])cc1	-0.1	7	12	-1	0.6	6	-2.0	2	-20
CS(=O)(=O)N(CC(=O)N1CCN(Cc2ccc3c(c2)OCO3)CC1)Cc1ccc(Cl)cc1	-3.7	2	1.3	1	-5.3	1	-0.4	-46	-2

The list continues:
SMILES	UGM FP inh	CCHFV vOTU inh	BioA inh	Mtb FBA inh	BoNT-A LC inh2	GDH-TPI counter	FadD28 binding	BoNT F protease	PrPC surface inh
Nc1c(N(Cc2ccco2)C(=O)COc2ccccc2Cl)c(=O)[nH]c(=O)n1Cc1ccccc1	0.0	31*	-1.6	-1	-4.8	0	-2.7	?	0
CSc1ccccc1NC(=O)CN(C)C(C)C(=O)NC(=O)NC1CCCCC1 (configuration not stated)	0.9	-3	.	2	4.7	8	-0.9	13	2
C[C@H](NC(=O)Cc1cccc2ccccc12)C(=O)N1CCOCC1	-0.6	-4	-1.5	-3	-0.8	1	-3.7	0	-4
Nc1nonc1-n1nncc1-c1ccccc1	-0.7	1	-2.6	0	-1.0	-1	-0.9	-5	1
CC1CCCN(C(=O)CCNS(=O)(=O)c2ccc3c(c2)oc(=O)n3C)C1 (configuration not stated)	-4.8	18	-0.4	-5	0.0	3	-4.3	1	5
Cc1ccc(N(CC(=O)NC2CCCCC2)C(=O)c2ccc(C)s2)cc1	-0.5	-10	0.5	-2	0.0	6	-1.9	-5	-4
CC12CCC(C(N)=O)(c3nc4ccccc4nc31)C2(C)C (configuration not stated)	-4.0	3	-1.2	7	-0.3	1	-2.5	?	-5
